NCI-60 one-dose screen, 48 h, at 10 µM unless noted. Numbers give growth in % (100 = growth as untreated, 0 = no growth, -100 = all killed).
HL-60(TB): HL-60(TB) leukemia cells. AID 1794776. 78,000 tested, 9% active; active = growth percent below 10
Active calls of the source: *; & = joins results of further samples; [ ] = dose if it differs, or a comment. Not all compounds are listed; the hit share may differ from the screen's.

SMILES	HL-60(TB)
COc1cc(C(=O)n2nc(-c3cccnc3)nc2N)cc(OC)c1OC	95
N#Cc1ccc(CC(=O)c2ccccc2)[nH]c1=O	97
OCc1ccc(O)c(CO)n1	116
O=C(N/N=C/c1c(Cl)cccc1Cl)c1cccnc1Nc1cccc(C(F)(F)F)c1	28
Cc1cc2c(c(C)c1Cl)C(=O)/C(=C/c1ccc(C(C)C)cc1)O2	97
NCCCc1nn2c(CCC(=O)c3nc4ccccc4[nH]3)nnc2s1	99
COc1ccc2c(c1)c(CC(=O)OCC(C)c1ccc(CC(C)C)cc1)c(C)n2C(=O)c1ccc(Cl)cc1 (stereo unspecified)	87
O=[N+]([O-])c1ccc(/C=C\c2ccc([N+](=O)[O-])cc2)cc1	102
CC(C)(C)n1nnnc1C(NC12CC3CC(CC(C3)C1)C2)c1c2ccccc2cc2ccccc12 (stereo unspecified)	98
CCC(C)(O)CCC(C)(O)CC (stereo unspecified)	101
C[C@@H]1CCC2[C@@H](C)[C@H](OC(=O)CCC(=O)NCCNC(=O)Cc3cc(=O)oc4cc(N(C)C)ccc34)O[C@@H]3O[C@]4(C)CC[C@@H]1C23OO4 (stereo partly specified)	-39*
COc1ccc(-c2nc(SCCC(C)C)nc(NC3CC3)c2C#N)cc1	50&47
CCCC/C=C/[C@@H]1C[C@H]1CCO	111
CC1=Nc2cnc(Nc3ccc(OCCN4CCOCC4)cc3)nc2Nc2ccccc21	85
c1ccc(Nc2ncc3c(n2)-c2cn(-c4ccccc4)cc2CC3)cc1	94
CCCCCCCCCCCCc1ccc(C(=O)/C=C/C(=O)O)cc1	27
C=C(C)C(=O)N(C)c1cccc(-c2ccccc2)c1C	100
CCOC(=O)Nc1ccc2c3c(cccc13)-c1ccccc1-2	6.9*
CC(=O)Nc1cccc(C(=O)O)c1	104
CCCCCCCCCCCCCCCC(=O)Nc1ccn(C=C=CCO)c(=O)n1	68

Among those listed so far, these contain an aryl methoxy group.
SMILES	HL-60(TB)
COc1cc(C(=O)n2nc(-c3cccnc3)nc2N)cc(OC)c1OC	95
COc1ccc2c(c1)c(CC(=O)OCC(C)c1ccc(CC(C)C)cc1)c(C)n2C(=O)c1ccc(Cl)cc1 (stereo unspecified)	87
COc1ccc(-c2nc(SCCC(C)C)nc(NC3CC3)c2C#N)cc1	50&47

Next section
SMILES	HL-60(TB)
Clc1ccc2cc(-c3nc4ccccc4[nH]3)c(Cl)nc2c1	92
CC1(C)CC(=O)C2=C(C1)N(Cc1ccc(C(=O)O)cc1)C1=C(C(=O)CC(C)(C)C1)C2c1ccccc1	127
CCOC(=O)C1CCCCC1=O (stereo unspecified)	83
CCS(=O)(=O)CCCl	100
COc1ccc(-n2c(SCCc3c[nH]c4ccccc34)nnc2-c2ccncc2)cc1	73
C=C1C(=O)O[C@H]2[C@H]1CC/C(COC(=O)CCSSCCC(=O)OC/C1=C/CC[C@@]3(C)O[C@H]3[C@H]3OC(=O)C(=C)[C@@H]3CC1)=C\CC[C@@]1(C)O[C@@H]21	-48*
CC1(C)NC(=O)N(Br)C1=O	109
N#Cc1c(-c2ccccc2)[nH]c(=S)[nH]c1=O	113
Cc1ccc2nc(NC(=O)CSC3=NC(c4ccccc4)=C(C#N)C4=NCC(=O)N34)sc2c1	103
CCCCc1c(C)[nH]c2c(OC)cccc2c1=O	73
CCOC(=O)c1ccc2c(c1)[n+](=O)c(C(=O)C1CCCS1)c(C(F)(F)F)n2[O-] (stereo unspecified)	-69*
C/C(=N/O)c1ccc(N2C(=O)c3cc(Cl)c(Cl)cc3C2=O)cc1	99
Nc1nc2c(c(-c3nc(N)nc4c3CCC4)n1)CCC2	75
O=C(Cn1c(=O)[nH]c2ccccc2c1=O)NCC(=O)NN=C1CCCCC1	114
NCCc1cc(O)c(O)c(O)c1	94
N#CNc1nc(N)cc(=O)[nH]1	97&102
O=C/C=C/c1ccco1	88
C[C@H](CSC(=O)c1ccccc1)C(=O)N1c2ccccc2C[C@H]1C(=O)O	92
CCOC(=O)C(CC(=O)c1ccccc1)(NC(C)=O)C(=O)OCC	93
COc1ccc(NCc2ccc(C)cc2)cc1	92

Given as labelled records: two of the compounds above
> CC1(C)NC(=O)N(Br)C1=O
  HL-60(TB) = 109
> N#Cc1c(-c2ccccc2)[nH]c(=S)[nH]c1=O
  HL-60(TB) = 113

(continued)
SMILES	HL-60(TB)
CC1=NNC(=O)[C@@H]1C1c2ccccc2Oc2c1c(=O)n(C)c(=O)n2C (stereo partly specified)	97
CCCCCCCCCCOC(=O)N1C(=O)NC(=O)C1c1ccccc1 (stereo unspecified)	116
O=C1/C(=C/c2ccc(OCCCc3ccccc3)cc2)Oc2cc(OCCN3CCCCC3)ccc21	57
CCOC(=O)C1CCN(S(=O)(=O)c2ccc(Oc3ccc(S(=O)(=O)N4CCC(C(=O)OCC)CC4)cc3)cc2)CC1	91
O=C(Nc1ccccc1)c1ccncc1	114
OC1(c2ccccc2)c2ccccc2N(c2ccccc2)c2ccc(Cl)cc21 (stereo unspecified)	-22*
COc1cc(-c2nc3ccc(C(=O)O)cc3[nH]2)ccc1OCC(=O)NNC(=O)NCc1ccccc1	101
CC(C)(C)c1cc(-n2c(-c3cc4ccccc4[nH]c3=O)nc3cc(C(=O)Nc4ccc(Cl)cc4)ccc32)n[nH]1	97
COc1ccc(Cn2cc(C(=O)N=Nc3c(O)[nH]c4ccc(C)cc34)nn2)cc1	85
Nc1nc(Cl)nc2c1ncn2C1O[C@H](CO)[C@@H](O)[C@@H]1F (stereo partly specified)	-35*
Cc1ccccc1C#N	113
O=S(=O)(Oc1ccc(-c2cn3ccoc3n2)cc1)c1cc(C(F)(F)F)cc(C(F)(F)F)c1	100
N#Cc1c(NC(=O)c2ccc([N+](=O)[O-])o2)[n+]([O-])c2cc(F)c(F)cc2[n+]1[O-]	90
Cc1c2ccncc2c(C)c2c1[nH]c1ccccc12	-45*
CC1(C)CC(=O)C2=C(C1)N(c1ccc(F)cc1F)C(N)=C(C#N)C2c1cc(Br)ccc1F (stereo unspecified)	99
CCC(C(=O)O)C(=O)O	100
O=[P+](O)c1cccnc1	107
Cc1cc(Br)cc(C)c1NC(=S)NN	95
CC(C)=CC/C=C(/C)[C@H]1CC[C@]2(C)[C@@H]1CC[C@@H]1[C@@]3(C)CCCNC(C)(C)[C@@H]3CC[C@]12C	-36*[100 µM]
N#Cc1c(Nc2ccccc2)nn2cc(-c3nc4ccccc4s3)c(N)nc12	100

In the list so far, 3 contain two or more sulfur atoms.
SMILES	HL-60(TB)
C=C1C(=O)O[C@H]2[C@H]1CC/C(COC(=O)CCSSCCC(=O)OC/C1=C/CC[C@@]3(C)O[C@H]3[C@H]3OC(=O)C(=C)[C@@H]3CC1)=C\CC[C@@]1(C)O[C@@H]21	-48*
Cc1ccc2nc(NC(=O)CSC3=NC(c4ccccc4)=C(C#N)C4=NCC(=O)N34)sc2c1	103
CCOC(=O)C1CCN(S(=O)(=O)c2ccc(Oc3ccc(S(=O)(=O)N4CCC(C(=O)OCC)CC4)cc3)cc2)CC1	91

(list continues)
SMILES	HL-60(TB)
Cc1nc(C)c(CSC2N=C(c3ccc(F)cc3)c3cnn(-c4ccccc4)c3N2)nc1C (stereo unspecified)	93
COc1ccc(C(Cc2ccccc2)[N+]2(C)CCCCC2)cc1 (stereo unspecified)	93
CCCN(CCC)C(=O)C(c1ccccc1)C1(O)CCCCC1 (stereo unspecified)	82
O=C(CSc1nnc(-c2c[nH]c3ccccc23)n1-c1ccccc1)Nc1ccc(C(=O)/C=C/c2cccc([N+](=O)[O-])c2)cc1	87
Cc1c(Cl)ccc([N+](=O)[O-])c1Cl	100
Nc1cc[n+](CC(=O)N2CCN(c3cc4c(cc3F)c(=O)c(C(=O)O)cn4C3CC3)CC2)cc1	109
COc1cccc(CCNc2ncnc3c2ncn3Cc2nnc3c4ccccc4c(Cl)nn23)c1	57
COc1ccc(OC)c(NC(=O)OCc2ccc3c(c2)OCO3)c1	95
CCn1cc(C(=O)O)c(=O)c2cc(F)c(N3CCN(C(=O)CSc4nc(NC(=O)c5ccccc5)cc(=O)[nH]4)CC3)cc21	103
Fc1ccc(Nc2csc(-c3ccccn3)n2)cc1	99
Clc1ccc(OCCSCCOc2ccc(Cl)cc2)cc1	114
O=C(Cn1c(-c2cncs2)nc2ccccc21)Nc1ccc(F)cc1F	119
Cc1cc2c(C(C)C)c(O)c(O)c(C=NCC(=O)O)c2c(O)c1-c1c(C)cc2c(C(C)C)c(O)c(O)c(C=NCC(=O)O)c2c1O	113
COc1nc(OC)nc(N(CCO)c2ccccc2)n1	113
COC(=O)c1c(C(=O)OC)c2n(c1C)[C@@H](CCN1CC(=O)N3[C@@H](c4ccccc4)SC[C@H]3C1=O)SC2	104
CS(=O)(=O)Nc1cc(-c2ccc3ncnc(N4CCc5cc(F)c(Cl)cc54)c3c2)cnc1Cl	14
CCCCCCCCCCCCCCCCS(=O)(=O)Nc1cc(C(=O)NN)cc(C(=O)NN)c1	36
ClP(Cl)(c1ccccc1)(c1ccccc1)c1ccccc1	109
Cc1ccc[n+](CCc2ccccc2)c1	91
CCC(=O)Nc1ncnc2nc[nH]c12	115
COc1ccc(-c2ncnc3c2ncn3CC#CCCl)cc1	49
CN1CC2C3C=CC(C3)C2C1 (stereo unspecified)	103
Cc1ccc(N)cc1[N+](=O)[O-]	97
Cc1ccc(S(=O)(=O)N(CCn2ccnc2[N+](=O)[O-])CCn2ccnc2[N+](=O)[O-])cc1	95
NNc1cnc2ccccc2n1	108
Oc1ccc(Cl)cc1Cc1cc(Cl)cc(Cl)c1O	-11*
CCOC(=O)c1cnc2ccc(Cl)cc2c1NCCCN(C)C	-19*
CCOC(=O)Cn1c(SCC(=O)Nc2nc3ccc(C)cc3s2)nc(-c2ccccc2)c(C#N)c1=O	142
Cc1ccc(C2=NN(c3cc(Cl)cc(Cl)c3)C(c3cccc(Nc4ccnc5cc(C(F)(F)F)ccc45)c3)C2)cc1 (stereo unspecified)	98
C[C@@H]1OCC2(CCN(c3cnc(C(=O)Nc4cc(F)cc5cccnc45)cn3)CC2)[C@@H]1N	20
Cn1cc(-c2nc(-c3c[nH]c4ncc(Br)cc34)cs2)c2cccnc21	90
S=C1SCN(Cc2cccs2)CN1Cc1cccs1	91
Cc1ccccc1NC(=O)NC(CC(N)=O)c1ccc2c(c1)nc(-c1cccc(Oc3ccc(C(C)(C)C)cc3)c1)n2CCCN1CCCCC1C (stereo unspecified)	-3.3*
N=c1oc2ccccc2cc1C(=O)Nc1cc(-c2ccccc2)nn1-c1ccccc1	99
O=C1Nc2ccccc2/C1=N/N1C(=O)CN(c2cccc(C(F)(F)F)c2)C1=O	86
c1ccc2c(-c3nn4cc(-c5ccc6c(c5)OCCO6)nc4s3)c[nH]c2c1	76
CCS(=O)(=O)C(C(OC(C)=O)C(OC(C)=O)C(OC(C)=O)C(COC(C)=O)OC(C)=O)S(=O)(=O)CC (stereo unspecified)	115
O=c1[nH]c2ccc(Br)cc2c2c1C(c1ccc(Cl)cc1)c1c(ncn3nc(-c4ccco4)nc13)O2 (stereo unspecified)	73
Cc1cc(N2CCN(CC(=O)Nc3ccc4c(ccn4C)c3)CC2)nc(Cl)n1	102
CN1C(=S)N(C)C2C1NC(=O)N2/N=C/C=C/c1ccccc1[N+](=O)[O-] (stereo unspecified)	78
CN(C)c1ccc2c(c1)COC(=O)C2c1ccc(N)cc1 (stereo unspecified)	114
C/C(O)=C(\C#N)c1ccc(Cl)cc1	111
OCCNCCNc1ccnc2cc(Cl)ccc12	82
CC12CCC3C(CCC4=C(Oc5ccccc5)C(=O)CCC43C)C1CCC2=O (stereo unspecified)	106
Cc1cn([C@H]2CC=C(CO)O2)c(=O)[nH]c1=O	100
COC(=O)c1cc(C)[nH]c2c(C)cc3nc4ccccc4c3c12	88
Cc1ccc2c(n1)C(=O)C(Cl)=C(Nc1ccc(C)c(C)c1)C2=O	58
COc1ccc(-c2nc(SCCC(C)C)nc(N/N=C\c3ccc(Cl)cc3)c2C#N)cc1	77
Cc1ccc(-c2n[nH]c(=O)c3noc(-c4ccc(C)cc4)c23)cc1	6.1*
O=C(NCCNc1cc(-c2cn(-c3ccccc3)nc2-c2cccc(O)c2)ccn1)Nc1cccc(C(F)(F)F)c1	113
Cc1ccc(-c2cc3nc(N(C)C)nc(-c4ccco4)n3n2)cc1	81
O=c1c2cccc3c(N4CCCC4)ccc(c32)c2nc3ccccc3n12	72
COc1ccc2c(c1)/C(=C/c1c(-c3cc(OC)c(OC)c(OC)c3Br)nc3sc(C)cn13)C(=O)N2	76
C(=N\Nc1nc2ccccc2s1)/c1cccc2ccccc12	98
C#CC(C)(CC)NC(=O)c1cc(-c2ccc3c(c2)OCO3)on1 (stereo unspecified)	105
CC1CCc2c(sc3nc(SCC(=O)c4cccc(Br)c4)n(-c4ccccc4)c(=O)c23)C1 (stereo unspecified)	65
N/C(=N\c1nc2ccccc2s1)NC(=O)Nc1ccc(Br)cc1	73
CN1CCN(CCCNc2nccc(-c3c(-c4ccc(F)c(O)c4)nc4sccn34)n2)S1(=O)=O	78
CC(C)=CCC1=C(O)[C@]2(CC=C(C)C)C[C@@H](CC=C(C)C)C(C)(C)[C@](C(=O)c3ccccc3)(C1=O)C2=O	98
Cc1ccc2[nH]cc(-c3nc(-c4c[nH]c5ncccc45)cs3)c2c1	30

(cont.)
SMILES	HL-60(TB)
N=C(N)SCc1cccc2ccccc12	69
Cc1nn(-c2ccc(Cl)cc2)c2ncnc(N/N=C/c3ccccc3)c12	92
COc1cccc(C(=O)Nc2nc3ccc(Cl)cc3s2)c1	69
Cn1ncc2c(Nc3ccc([N+](=O)[O-])cc3)nc(Cl)nc21	128
NC(=O)c1cccc(-n2ccc3cc(NC(=O)c4ccc(Cl)c(Cl)c4)ccc32)n1	100

Looked up one by one from above, 4 records:
SMILES	HL-60(TB)
COc1cccc(C(=O)Nc2nc3ccc(Cl)cc3s2)c1	69
Cn1ncc2c(Nc3ccc([N+](=O)[O-])cc3)nc(Cl)nc21	128
NC(=O)c1cccc(-n2ccc3cc(NC(=O)c4ccc(Cl)c(Cl)c4)ccc32)n1	100
N=C(N)SCc1cccc2ccccc12	69
